Screens (PubChem)
core106 dimerization: inhibitors of HCV core protein dimerization, confirmation, biochemical, TR-FRET, triplicate (AID 2152); hit rate 1% among 2,300; TR-FRET GST-/Flag-core106 dimerization, HTRF; active compounds read high; inhibition, % at 5 µM; Hepatitis C virus core protein (core106 dimerization);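 active means mean inhibition over three replicate wells above the hit threshold derived in the earlier primary screen, cut at about 45% in these data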;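 further: 0% = DMSO wells and 100% = unlabelled core106 competitor control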
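Test system: GST- and Flag-tagged HCV core106 peptides, dimerization via antibody TR-FRET / Amount: 17 nM Flag- plus 13.5 nM GST-core106 / Probe or stimulus: Eu(K)-anti-GST plus XL665-anti-FLAG antibodies / Compound dosing: one 5 µM dose, 0.5% DMSO / Times: 4 h incubation, 22.5 °C / Technique: TR-FRET, 340 nm excitation, 671/617 nm emission / Evaluation: percent inhibition from emission ratio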
An asterisk follows results filed as active.

structure | core106 dimerization
COc1cc(NC(=O)COc2ccc(Cl)cc2)ccc1-c1cc2ccccc2oc1=O | -3
c1ccc(-n2ncc3c2ncn2nc(-c4ccco4)nc32)cc1 | 5
CC(C(=O)Nc1cc([N+](=O)[O-])ccc1Cl)N1CCN(c2ccc(O)cc2)CC1 (configuration not stated) | 4
CC(C)(C)c1ccc(S(=O)(=O)/N=C2\C=C(NS(=O)(=O)c3ccccc3)C(=O)c3ccccc32)cc1 | 3
CCOc1ccc(-c2cc(C)n3nc(C(N)=O)cc3n2)cc1 | 4
O=C(Oc1ccc2c(c1)OCO2)c1cc2c(s1)CCC2 | 15
O=C1Cc2ccccc2C(=O)N1Cc1ccccc1 | -6
Cc1cc(C2=NNC(=Nc3ccc(S(=O)(=O)N4CCOCC4)cc3)SC2)c(C)n1CC1CCCO1 (configuration not stated) | 7
CC1(OC(=O)c2ccc(Cl)nc2)C(=O)C=C2C=C(C3CC3)OC=C2C1=O (configuration not stated) | 25
Cn1c(=O)[nH]c(=O)c2c1nc(N1CCCCC1)n2CCCSc1nc2ccccc2s1 | 4
Cc1cc(-c2nc3c4c5c(sc4[nH]c(=O)n3n2)CCC5)c(C)o1 | 11
COc1ccc(/C=C2\SC(=S)N(CCC(=O)NCCc3ccc(O)cc3)C2=O)cc1 | -9
CN(C)c1ccc(NC(=O)CSc2nnc(-c3ccco3)c(-c3ccco3)n2)cc1 | -3
Cc1ccc(-n2nc3ccc(NC(=S)NC(=O)/C=C/c4ccco4)cc3n2)cc1 | -16
CNC(=O)NC(=O)C(C)OC(=O)c1c2c(nc3ccccc13)/C(=C/c1cccs1)CC2 (configuration not stated) | -2
COc1cccc(CN(C)CC(=O)NC(=O)NCc2ccco2)c1 | -1
COc1ccc2nc(NC(=O)CSc3nnc(N)s3)sc2c1 | 9
O=C(CC1S/C(=N/N=C/c2c[nH]c3ccc(OCc4ccccc4)cc23)NC1=O)Nc1ccccc1 (configuration not stated) | -16
Cc1ccc(C2C(C#N)=C(N)SC(N)=C2C#N)c(C)c1 | 58*
COc1cc(C2C(C#N)=C(N)Oc3c2ccc2ccccc32)ccc1OCC(=O)Nc1ccc(C)cc1 (configuration not stated) | 0
COc1ccc(CN2C(=O)c3ccccc3C(/C=N\OCc3ccc(F)cc3)C2=O)cc1 (configuration not stated) | -8
COc1ccc(CC(=O)Nc2ccc(-c3nnc(-c4ccccc4)o3)cc2)cc1OC | 56*
CCOc1ccc2nc(SCC(=O)NC(=O)NCc3ccco3)[nH]c2c1 | -3
C#CCNC(=O)C1=C[C@H](c2ccc(C#C)cc2)C[C@H](OCc2ccc(CO)cc2)O1 | -2
O=C(CN1C(=O)c2ccccc2C1=O)Nc1sc2c(c1C(=O)NCc1ccco1)CCCC2 | 3
COc1ccc(NC(=O)c2cc3c(s2)CCC3)cc1S(=O)(=O)N1CCOCC1 | 8
CN(CC(=O)Nc1sccc1C#N)C1CCCCC1 | 6
Cc1ccc(S(=O)(=O)Nc2ccccc2C(=O)OC(C)C(=O)Nc2ccc3ccccc3c2)cc1[N+](=O)[O-] (configuration not stated) | -3
C=CCOc1ccc(/C=N/NC(=O)CN(c2cc(Cl)ccc2OC)S(=O)(=O)c2ccc(C)c([N+](=O)[O-])c2)cc1 | -4
Cc1ccc(C(=O)OCC(=O)Nc2sccc2C(N)=O)cc1NC(=O)c1ccco1 | 4
COc1cc(-c2nc(-c3ccc4c(c3)-c3ccccc3S4(=O)=O)c(-c3ccccc3)[nH]2)cc(OC)c1O | 2
CC(C)Cn1c(-c2ccccc2)nc(=S)c2c1CCCC2 | 2

Individual results from the list:
core106 dimerization with CC(C)Cn1c(-c2ccccc2)nc(=S)c2c1CCCC2 reads 2
core106 dimerization with COc1ccc(NC(=O)c2cc3c(s2)CCC3)cc1S(=O)(=O)N1CCOCC1 reads 8
core106 dimerization with Cc1ccc(S(=O)(=O)Nc2ccccc2C(=O)OC(C)C(=O)Nc2ccc3ccccc3c2)cc1[N+](=O)[O-] (configuration not stated) reads -3
core106 dimerization with Cc1ccc(C(=O)OCC(=O)Nc2sccc2C(N)=O)cc1NC(=O)c1ccco1 reads 4
core106 dimerization with COc1cc(-c2nc(-c3ccc4c(c3)-c3ccccc3S4(=O)=O)c(-c3ccccc3)[nH]2)cc(OC)c1O reads 2
core106 dimerization with CN(CC(=O)Nc1sccc1C#N)C1CCCCC1 reads 6

Next section
structure | core106 dimerization
Cc1c(Cc2ccccc2)c(=O)oc2cc(OCc3nn[nH]n3)ccc12 | 1
COc1ccc(-c2nn(-c3ccccc3)cc2/C=N/NC(=O)c2ccc3c(c2)OCO3)cc1 | -1
CSc1ccc(-c2c(C#N)c(N)nc3c2c(C)nn3-c2ccccc2)cc1 | 3
CN1c2ccccc2C(C)(C)C12CC(c1ccc(S(=O)(=O)N3CCCCC3)cc1)=NO2 (configuration not stated) | 1
O=C(Nc1nc(=O)c2ccccc2s1)c1ccc(Cl)cc1 | -9
O=C1C2N=NN(CC(=O)N3N=C(c4cccc5ccccc45)CC3c3ccccc3)C2C(=O)N1c1ccccc1 (configuration not stated) | 17
Cc1ccc(C(=O)N2CCN(c3ccc([N+](=O)[O-])c(NCc4ccco4)c3)CC2)cc1 | 1
N#CC1=C(N)Oc2c(sc3ccccc23)C1c1ccco1 (configuration not stated) | -8

4 structures already listed, ordered by length of the SMILES, lowest first.
structure | core106 dimerization
Cc1c(Cc2ccccc2)c(=O)oc2cc(OCc3nn[nH]n3)ccc12 | 1
CSc1ccc(-c2c(C#N)c(N)nc3c2c(C)nn3-c2ccccc2)cc1 | 3
COc1ccc(-c2nn(-c3ccccc3)cc2/C=N/NC(=O)c2ccc3c(c2)OCO3)cc1 | -1
O=C1C2N=NN(CC(=O)N3N=C(c4cccc5ccccc45)CC3c3ccccc3)C2C(=O)N1c1ccccc1 (configuration not stated) | 17

(further entries)
structure | core106 dimerization
COc1cc(N2Cc3ccccc3C2)ccc1C=O | 0
CCn1cc([N+](=O)[O-])c(C(=O)N2N=C(c3cccc4ccccc34)CC2c2ccccc2O)n1 (configuration not stated) | 7
COC(=O)CCC(=O)OC1(C)C(=O)C2=COC(c3ccc(OC)cc3)=CC2=C(Br)C1=O (configuration not stated) | 5
C=CCN1C(=O)/C(=C2/Sc3ccc(OC)cc3N2C)SC1=Nc1cccc(O)c1 | -1
O=C(CSc1nnc(-c2ccco2)c(-c2ccco2)n1)Nc1ccccc1 | 0
CC(C)N(Cc1c(O)ccc2c(=O)c(-c3ccc(Cl)cc3)coc12)C(C)C | -3
O=S(=O)(c1ccc(Oc2ncnc3scc(-c4ccccc4)c23)cc1)N1CCOCC1 | 9
O=C(/C=C/c1ccc(NC(=O)c2ccccc2-c2ccccc2C(=O)O)cc1)c1ccccc1 | -1
CN1CCN(C(=O)CSc2nc(-c3cccs3)ccc2C#N)CC1 | 4
Cc1ccc2c(c1)c1c3n2CC(=C2C(=O)OC(C)(C)OC2=O)NC3CCC1 (configuration not stated) | 3
Cc1ccc(-c2nc3ccccc3o2)cc1NC(=S)NC(=O)/C=C/c1ccco1 | 0
CC(C)C(C)(C#N)NC(=O)CSc1nc2scc(-c3ccco3)c2c(=O)n1-c1ccccc1 (configuration not stated) | 0
O=C(c1ccc(-c2nnc(Nc3ccccc3)c3ccccc23)cc1)N1C[C@H]2C[C@H](C1)c1cccc(=O)n1C2 | 0
Cc1ccc(-c2cc(C(=O)NCc3ccco3)c3ccccc3n2)s1 | -3
Fc1ccc(CNc2nc(-c3ccco3)cc(C(F)(F)F)n2)cc1 | -5
CCOC(=O)c1cc(-c2ccco2)nc2c1c(C)nn2-c1ccccc1 | -7
COc1ccc(CNC(=O)Cc2ccc(NC(=O)C3=C(C)OCCS3)cc2)cc1 | 0
COc1ccc([C@@H]2[C@@H]3C(=O)N(C(C)(C)C)C(=O)[C@@H]3[C@]3(Cc4ccccc4)C(=O)N(c4cccc(Br)c4)C(=O)N23)cc1 | -6
Cc1ccc(-n2c(C)cc(-c3csc(N)n3)c2C)cc1 | -11
COc1ccccc1NC(=O)CC(=O)CSc1nnc(-c2ccc(C)cc2)n1-c1ccccc1 | -13
Cc1ccc(S(=O)(=O)c2cc3c(=O)n4ccccc4nc3n(Cc3ccco3)c2=N)cc1 | 12
COc1ccc(-n2c(C)cc(C(=O)COc3ccc(-n4cnnn4)cc3)c2C)cc1 | -8
O=[N+]([O-])c1cc2c(cc1/C=N/Nc1nc(Nc3ccccc3)nc(N3CCCCC3)n1)OCO2 | 8
COc1ccc(C2CC(c3cccs3)=NN2C(=O)CSc2nc(=O)n3ccc(C)cc3n2)cc1 (configuration not stated) | 30
N#CC1=C(SCc2ccc(C#N)cc2)N=C(N)C(c2nc(-c3ccccc3)cs2)C12CCCCC2 (configuration not stated) | -6
O=C(OCc1cc(=O)n2c(n1)sc1ccccc12)c1ccc2c(=O)n3c(nc2c1)CCC3 | -9
COc1ccccc1NS(=O)(=O)c1ccc(C(=O)OCC(=O)NCc2ccco2)cc1 | -4
CC(c1ccccc1)C1CC(=O)N(Cc2ccco2)C1=O (configuration not stated) | -1
C/C(=N\Nc1ccc(F)cc1F)c1ccc(F)cc1 | -12
CCN(CCO)c1nc(SC)nc2c1sc1nc(-c3ccco3)c3c(c12)CCC3 | -2
O=C(CN1C(=O)c2ccccc2C1=O)Nc1ccc(-c2nc3ccccc3o2)cc1 | -2
CCc1ccc(NC(=O)c2noc3c2CCC3)cc1 | -1
Cc1ccc(CSC2=Nc3ccccc3C3=NC(CC(=O)NCc4ccco4)C(=O)N23)cc1 (configuration not stated) | 6
CCn1c2ccccc2c2cc(NC(=O)COC(=O)c3ccc(NC(=O)CC#N)cc3)ccc21 | 24
Cc1cc(C(=O)COC(=O)c2ccc(N)c([N+](=O)[O-])c2)c(C)n1-c1ccc2c(c1)OCO2 | -1
COc1ccc(-c2csc3nc(-c4ccc(C)cc4)oc(=O)c23)cc1OC | 43
Cc1c(C(=O)Nc2ccc(Cl)cc2)c2ccccn2c1C(=O)c1ccc([N+](=O)[O-])cc1 | -5
O=C1N=C(N2CCN(c3cccc4ccccc34)CC2)S/C1=C/c1cccs1 | 5
O=C(Nc1ccc(-c2nc3ccccc3s2)c(OC(=O)c2ccccc2)c1)c1ccccc1 | 17
O=C(CSc1cccc[n+]1[O-])Nc1cc2c(cc1Cl)C(=O)c1ccccc1C2=O | 0
COc1ccccc1NCCC(=O)OCC(=O)NCc1ccco1 | 1
CC1=NN(c2cccc(C(=O)O)c2)C(=O)/C1=C\C=C\c1ccco1 | -27
O=C(N/N=C\C=C\c1ccc2c(c1)OCO2)C1COc2cc3ccccc3cc2O1 (configuration not stated) | -8
Nc1ccc(O)c(-c2nc3ccccc3s2)c1 | -23
O=C(CSC(=S)N1CCCC1)c1cc(Br)cc(Br)c1O | -8
O=C(CSc1nnc(-c2ccco2)c(-c2ccco2)n1)c1ccccc1 | -5
O=C(c1cccc(-n2cccc2)c1)N1CCN(S(=O)(=O)c2ccccc2)CC1 | 13
COc1ccc(/C=N/NS(=O)(=O)c2ccc(F)cc2)cc1COc1cc(F)ccc1[N+](=O)[O-] | 7
Cc1ccc(Cc2cnc(NC(=O)/C(C#N)=C/c3ccc(-c4cccc([N+](=O)[O-])c4)o3)s2)cc1 | -9
O=C(NCc1cccnc1)c1ccc(COc2cccc3ccccc23)o1 | 5
O=C1C(Cc2ccccc2)S/C(=N/N=C/c2ccco2)N1c1ccccc1 (configuration not stated) | -8
NC(=O)c1ccsc1NC(=O)COC(=O)c1ccccc1NCc1ccco1 | 2
NS(=O)(=O)c1ccc(CNC(=O)Cc2cccs2)cc1 | 41
Cc1nn(-c2ccccc2)c(C)c1/C=N/NC(=O)c1cc(C23CC4CC(CC(C4)C2)C3)[nH]n1 | -2
COc1ccccc1-n1c(=O)c(C#N)c(-c2ccc([N+](=O)[O-])cc2)c2cc(C(=O)c3ccccc3O)cnc21 | 17
COc1ccccc1NC(=O)c1ccc(-n2cccn2)c([N+](=O)[O-])c1 | -9

Remaining list, next part.
structure | core106 dimerization
O=c1oc2ccccc2cc1-c1csc(NN=C2CCCCC2)n1 | 3
COc1cccc(OC)c1OCc1cc(C2C3CCCC=C3C(C#N)=C(N)C2(C#N)C#N)c(C)cc1C (configuration not stated) | -3
COC/C=C/C1=CC2=CC(=O)C(C)(OC(=O)c3ccco3)C(=O)C2=CO1 (configuration not stated) | 29
CCCCN(C(=O)CSc1nnc(Nc2ccc(C)c(C)c2)s1)c1c(N)n(Cc2ccccc2)c(=O)[nH]c1=O | -2
CC(=O)Oc1ccc(C(=O)[C@H]2[C@H]3C(=O)N(c4cccc5ccccc45)C(=O)[C@H]3[C@@H]3C=CC=NN32)cc1 | 11
COc1ccc(C(=O)COC(=O)c2nn(C)c(=O)c3ccccc23)c(OC)c1 | -3
COc1ccc(OCCC(=O)OCC(=O)NCc2ccco2)cc1 | -3
C=CCn1c(=S)[nH]c2scc(-c3ccco3)c2c1=O | -7
Cc1ccc(C)c(N2CCN(C(=O)CSc3ccsc3[N+](=O)[O-])CC2)c1 | 12
Cc1cc(=O)[nH]c(N/N=C/C2=C(N3CCOCC3)C(=C\c3ccc(Cl)cc3)/CC2)n1 | -12
COc1ccc(NC(=O)Cn2cc(S(=O)(=O)Cc3ccccc3)c3ccccc32)c(OC)c1 | 5
CCN(CC)C(=O)CSc1nc2sc3c(c2c(=O)n1-c1ccc(C)cc1)CC(C)(C)SC3 | 1
CCc1ccc(-n2cccc2/C=C2/C(=N)N3C(=NC2=O)SN=C3S(C)(=O)=O)cc1 | 6
COc1ccc(CC(=O)N/N=C/c2cccn2-c2ccc([N+](=O)[O-])cc2)cc1OC | 0
S=C(Nc1ccc(N2CCOCC2)cc1)Nc1ccc2nc(-c3ccco3)c(-c3ccco3)nc2c1 | 2
COCCn1c(C)cc(C(=O)COC(=O)c2cc3c(s2)CCC3)c1C | 5

Not all compounds are listed (hit frequency here may not be typical).
